MazEF act = activators of E. coli MazEF toxin-antitoxin RNase, primary screen, biochemical, fluorescence, uHTS; 350,000 tested, 0.32% active; activation, % at 20 µM; Endoribonuclease toxin MazF (Escherichia coli (strain K12)), P0AE70; FAM/BHQ RNA-DNA oligo cleavage fluorescence, 5 h; AID 504720, 2011; in the data active = activation above about 50%
Target sequence (P0AE70 whole entry, looked up): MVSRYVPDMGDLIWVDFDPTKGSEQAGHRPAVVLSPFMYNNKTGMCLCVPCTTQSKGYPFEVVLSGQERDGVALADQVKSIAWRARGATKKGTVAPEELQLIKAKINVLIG
BoNT A protease = BoNT/A light chain protease inhibitors, primary screen, biochemical, flow cytometry, MLPCN library. Botulinum neurotoxin type A light chain protease (Clostridium botulinum A str. ATCC 3502). multiplex microsphere protease substrate cleavage. inhibition, % at 10 µM. 360,000 tested, 0.17% active. AID 588499, 2011; also: plate controls were buffer without enzyme for full effect and enzyme alone for no effect
CCHF vOTU inh = CCHFV vOTU protease inhibitors, primary screen, biochemical, Pep-AMC substrate, fluorescence. AID 651958, 2012. inhibition, % at 11.5 µM. Crimean-Congo hemorrhagic fever virus L polyprotein viral ovarian tumor (vOTU) protease …. 370,000 tested, 0.55% active; in the data active = inhibition above about 30%; also: 0% = vehicle wells with enzyme and 100% = no enzyme wells
VHR inh abs = VHR1 phosphatase inhibitors, primary screen, biochemical, absorbance, uHTS. 290,000 tested, 0.52% active. AID 1654, 2009. inhibition, % at 13.3 µM. recombinant VHR phosphatase, pNPP absorbance; in the data active = inhibition above about 50%; also: some compounds called inactive have numbers as strong as hits
Target sequence (P51452 whole entry, looked up): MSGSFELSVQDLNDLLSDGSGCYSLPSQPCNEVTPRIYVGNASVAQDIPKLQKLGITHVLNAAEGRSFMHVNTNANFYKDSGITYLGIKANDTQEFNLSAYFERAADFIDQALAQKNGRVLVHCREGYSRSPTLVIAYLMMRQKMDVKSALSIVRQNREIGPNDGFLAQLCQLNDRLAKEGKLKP
3CLpro inhibitor = SARS-CoV 3CLpro protease inhibitors, primary screen, biochemical, quenched FRET. AID 1706, 2009. recombinant SARS-CoV 3CLpro, quenched FRET peptide cleavage. 290,000 tested, 0.14% active. inhibition, % at 6 µM; in the data active = inhibition above about 12%
Anthrax LF inh2 = Bacillus anthracis LF protease inhibitors, primary screen, biochemical, multiplex microsphere, MLPCN library; Lethal factor (Bacillus anthracis), P15917; multiplex microsphere protease cleavage assay; inhibition, % at 10 µM; 360,000 tested, 0.12% active; also: plate controls were buffer without enzyme for full effect and enzyme alone for no effect
SSB-PriA inh = inhibitors of Klebsiella pneumoniae PriA binding to SSB C-terminal tail, primary screen, biochemical, AlphaScreen; AlphaScreen SSBct-PriA binding, biotinylated peptide; PriA–SSB C-terminal tail interaction (Klebsiella pneumoniae); 430,000 tested, 0.6% active; inhibition, % at 33 µM; in the data active = inhibition mostly above about 37%, no sharp cut-off; inactive = mostly below about 20%;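 also: plate controls were negative control peptide for no effect and reference peptide for full effect; strong numbers were not always called active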
BoNT F protease = BoNT/F light chain protease inhibitors, primary screen, biochemical, flow cytometry, MLPCN library; inhibition, % at 10 µM; Multiplex microsphere protease cleavage assay; 360,000 tested, 0.22% active; in the data active = inhibition above about 35%, passing the limit was not always enough; inconclusive = no clear call, values can overlap the other calls; also: plate controls were buffer without enzyme for full effect and enzyme alone for no effect
Rv3671c inh = Rv3671c serine protease inhibitors, primary screen, biochemical, fluorescence polarization, M. tuberculosis H37Rv; 320,000 tested, 0.048% active; AID 2606, 2010; P9WHR9; inhibition, % at 5.96 µM; in the data active = inhibition above about 38%;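 also: extracellular domain of Rv3671c used as enzyme; 0% = enzyme with DMSO and 100% = no enzyme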
Target sequence (P9WHR9 whole entry, looked up, the tested form may be a part): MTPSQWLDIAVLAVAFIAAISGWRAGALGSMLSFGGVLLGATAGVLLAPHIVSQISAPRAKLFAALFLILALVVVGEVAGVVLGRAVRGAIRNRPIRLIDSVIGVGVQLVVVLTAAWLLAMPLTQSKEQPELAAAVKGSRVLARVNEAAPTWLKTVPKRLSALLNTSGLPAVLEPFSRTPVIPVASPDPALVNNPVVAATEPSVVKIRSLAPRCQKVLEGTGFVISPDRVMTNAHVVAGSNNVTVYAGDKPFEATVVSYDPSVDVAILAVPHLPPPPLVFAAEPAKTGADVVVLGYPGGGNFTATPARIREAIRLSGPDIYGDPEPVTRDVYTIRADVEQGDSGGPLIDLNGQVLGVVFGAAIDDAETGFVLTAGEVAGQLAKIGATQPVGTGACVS
PrPC TRFRET = inhibitors of human cell surface prion protein PrPC, primary screen, cell-based, TR-FRET; Major prion protein (Homo sapiens), P04156; TR-FRET read-out; inhibition, % at 13.8 µM; 370,000 tested, 0.43% active; in the data active = inhibition above about 24%; also: 0% = median of the test wells and 100% = reference compound wells
An asterisk follows results filed as active; ? = inconclusive; / = not tested or not shown. Rule as the data show it, unless noted: active = inhibition above about 30%; inconclusive = no clear call, values can overlap the other calls; inactive = below that. An excerpt (hit frequency here may not be typical).

SMILES	MazEF act	BoNT A protease	CCHF vOTU inh	VHR inh abs	3CLpro inhibitor	Anthrax LF inh2	SSB-PriA inh	BoNT F protease	Rv3671c inh	PrPC TRFRET
O=C(OCC(=O)N1CCOCC1)c1cncc(Br)c1	-2	-0.1	0	/	/	-5	/	1	/	-4
CC(=O)c1cccc(NC(=O)C2CCCN2S(=O)(=O)c2cccc3nsnc23)c1 (centres undefined)	11	0.0	-8	54*	-2	1	-7	1	-1	-32
CC[N+](CC)(CC)CCCOC(=O)C(O)(c1ccccc1)C1CCCCC1 (centres undefined)	3	-0.4	6	27	-3	-1	-5	2	5	-2
Cc1ccc(-n2c(-c3ccccc3)c[n+]3c2CCc2ccccc2-3)c(C)c1	4	0.1	-1	5	-3	-4	-7	3	2	23
CC1CC(=O)Nc2ccccc2N1C(=O)COc1ccccc1C(N)=O (centres undefined)	5	-0.9	16	/	/	-9	/	-7	/	-6
O=C(COC(=O)c1ccc(O)cc1)Nc1ccc(S(=O)(=O)N2CCCC2)cc1	8	0.6	-2	/	/	1	1	0	-13	-1
Nc1nc(Nc2ccccc2F)nc(NC2CCCCC2)c1[N+](=O)[O-]	5	-2.1	-1	34	6	0	5	-3	-10	12
O=C(N/N=C/c1ccco1)C12CC3CC(CC(C3)C1)C2	5	-0.8	-3	4	1	0	/	-3	9	11
CC(C)Cc1nnc(NC(=O)CSc2nc(O)c(Cc3ccccc3)c(=O)[nH]2)s1	8	0.0	13	12	4	2	-1	1	-7	0
CCOC(=O)c1ccc(COC(=O)CCc2nc3ccccc3[nH]c2=O)o1	12	-0.7	-9	2	-4	5	-6	-11	0	-5
O=C(COC(=O)C1=COCCO1)Nc1cc(Cl)c(Cl)cc1Cl	-13	-2.1	0	/	/	-2	3	-9	8	-3
CCCN1CN=C(NS(=O)(=O)c2ccc(C)cc2)NC1	14	-5.0	-7	16	0	-12	-20	-6	4	1
CCOc1ccc(CCN2C(=S)N([C@@H](CC(C)C)CN3CCCC3CN3C(=S)NC[C@@H]3Cc3ccc(O)cc3)C[C@@H]2Cc2ccccc2)cc1 (some centres undefined)	-7	-0.2	20	/	/	-6	-1	-8	/	-2
Cc1nn(-c2ccc(F)cc2)c(C)c1/C=C/C(=O)N1CCNC(=O)C1	-5	0.6	-5	13	0	5	-4	-4	-1	-4
COc1ccc(C(=O)NC(=S)N(C)C2CCCCC2)cc1	-12	0.5	0	-2	-1	-2	-16	-5	/	8
Cc1cc2c(cc1C)NC1(C(=O)Nc3ccccc31)C1=C(CC(C)(C)CC1=O)N2 (centres undefined)	-3	-0.5	17	7	-8	4	1	-26	3	-2
COc1ccc(N2CCN(C(=O)CN3C(=O)C4CC=CCC4C3=O)CC2)cc1 (centres undefined)	3	-0.6	-3	10	1	4	-3	-38	5	2
COc1ccc(-c2ccc(C#N)c(SCC(=O)NCCc3ccccc3)n2)cc1OC	-11	-1.3	/	-10	1	-2	-3	-8	-9	/
CCn1ccnc1C(O)c1cccc(OC)c1 (centres undefined)	4	1.0	-2	24	-1	5	-3	4	1	4
O=C(NCc1cccnc1)c1cc([N+](=O)[O-])ccc1N1CCOCC1	3	1.0	-6	20	2	-7	-3	-2	-3	-24
Fc1ccccc1Cc1noc(CN2CCC(OCc3cccnc3)CC2)n1	-23	-1.6	7	15	0	1	4	2	-9	0
CC(C)(C)NC(=O)c1cccc(NC(=O)c2ccc(NC(=O)c3ccco3)cc2)c1	-2	1.3	-8	-12	1	1	-2	2	-28	-10
COc1ccc(C(=O)/C=C2/C(=O)Nc3ccccc32)c(OC)c1	10	2.5	-8	-16	4	-10	16	?	-2	4
O=C(Nc1ccccc1OCc1ccccc1)c1ccccc1Br	-8	-1.6	12	18	0	-4	-17	-1	-5	-3
c1ccc(CCNCCOc2ccccc2)cc1	3	1.5	-12	26	-2	-3	-3	-7	8	5
CCC1=CC(c2ccccc2)n2ncnc2N1 (centres undefined)	-3	1.2	-25	/	/	-4	6	-4	-13	-2
CCCCCN=CC1=C(O)CC(c2ccccc2)CC1=O (centres undefined)	9	-0.8	-8	12	5	-2	-7	-8	-3	4
COc1ccc(C(CNC(=O)COc2ccccc2C)N2CCOCC2)cc1 (centres undefined)	-7	1.1	-2	/	/	-3	-5	-5	8	1
CCCCCCSc1nsc(NC(C)=O)n1	-1	0.4	9	14	8	-2	-13	9	-2	7
CCOCCn1c(CN2CCN(C)CC2)nc2c1c(=O)n(C)c(=O)n2C	-1	-0.1	-3	-1	/	5	-12	3	-2	-6

Overlap with the part before: two compounds; new compounds follow.
SMILES	MazEF act	BoNT A protease	CCHF vOTU inh	VHR inh abs	3CLpro inhibitor	Anthrax LF inh2	SSB-PriA inh	BoNT F protease	Rv3671c inh	PrPC TRFRET
CCCCCCSc1nsc(NC(C)=O)n1	-1	0.4	9	14	8	-2	-13	9	-2	7
CCOCCn1c(CN2CCN(C)CC2)nc2c1c(=O)n(C)c(=O)n2C	-1	-0.1	-3	-1	/	5	-12	3	-2	-6
CC(=O)c1ccc(NC(=O)c2cnn3c(C(F)F)cc(C4CC4)nc23)cc1	7	0.7	-2	/	5	-2	-1	-17	-10	7
COC(=O)C1=C(C)N(C)C(C)=C(C(=O)OC)C1c1ccccc1C	-8	-0.1	18	18	3	5	-8	-6	2	0
COc1ccc2c(c1OC)C(=O)N(c1ccc(OCc3ccccc3)cc1)C2=O	0	0.1	4	10	6	4	0	6	-6	-5
CCCNC(=O)CSc1n[nH]c(=O)n1CCc1ccccc1	0	0.6	9	21	1	-2	-3	8	-5	1
O=C(c1ccccc1)n1c(=O)cc[nH]c1=O	8	0.2	15	/	/	-4	-22	-4	-1	-5
O=C(COc1ccc(Cl)cc1Cl)NC(=S)Nc1ccc(CN2CCOCC2)cc1	8	-0.2	-6	-7	-5	-6	-8	-2	1	4
COc1ccc(/C=C/C(=O)Nc2ccccc2C(F)(F)F)cc1OC	-5	0.3	7	-8	3	1	-8	0	-4	9
NC(=O)C1CCN(C(=O)C2CCN(S(=O)(=O)c3ccccc3)CC2)CC1	-1	0.0	-4	21	4	-8	-14	-1	0	9
COc1cc2c(cc1O)C(Cc1ccc(O)cc1)NCC2 (centres undefined)	11	-1.0	7	-4	-2	-6	-1	-12	9	2
O=C(CC(=O)c1ccccc1)Nc1cccnc1Cl	-1	-0.4	6	-2	1	-3	-8	-4	1	-5
CN1CCN(C(=O)c2cc([N+](=O)[O-])cc([N+](=O)[O-])c2)CC1	0	-5.1	4	-17	3	2	-11	3	2	-27
COc1cc(NC(=O)c2ccccc2[N+](=O)[O-])ccc1NC(=O)c1cc2ccccc2o1	5	-0.4	12	/	/	0	-4	1	4	-8
CSc1nc2ccc(Nc3nc(N4CCOCC4)nc(N4CCOCC4)n3)cc2s1	4	-0.6	0	-1	1	-3	-14	-1	-15	-4
CC1=CC(c2ccc(Cl)cc2)n2ncnc2N1 (centres undefined)	11	0.0	-35	/	/	0	8	-2	5	4
CCCCN(CC)CCNC(=O)c1cc2c(=O)[nH]c3ccc(C)cc3c2s1	15	-0.1	-73	49	-9	-9	-6	-18	-6	-11
COC(=O)c1c(NC(=O)COc2ncnc3ccccc23)sc(C)c1C	-2	0.1	12	38	2	-4	-8	-9	-10	3
CCS(=O)(=O)N1CCN(c2ccc([N+](=O)[O-])c(NC(C)c3ccccc3)c2)CC1 (centres undefined)	-4	1.2	3	18	0	-4	-19	9	-7	3
CCCc1ccc(OCc2ccc(C(=O)O)o2)c(OC)c1	-1	0.4	0	7	0	1	-5	4	2	5
COC(=O)C1=C(C)N(C)C(=O)NC1c1c(O)ccc2ccccc12 (centres undefined)	6	-2.9	11	-20	-2	-8	-4	?	4	-6
CCn1c(=O)cc(OCC(=O)Nc2ccc(OC)c(OC)c2)c2ccccc21	-8	-0.3	4	19	-3	0	-2	-2	-1	1
COc1ccc(C(=O)Nc2ccc(-c3cn4ccsc4n3)cc2)cc1S(=O)(=O)N1CCOCC1	-6	?	-1	19	-5	-10	-5	4	-13	77*
O=C(CSc1nccn(-c2ccc(F)c(F)c2)c1=O)NC1CCCC1	-3	0.4	-9	/	/	-2	3	-4	/	1
COCC(=O)Nc1ccc(F)cc1	-7	0.9	4	2	1	1	-5	1	-6	4
Clc1cccc(Cl)c1CN1CCN(c2ncccn2)CC1	4	?	-6	-3	6	-7	-13	?	/	3

Ordered by SMILES length (high to low): some entries from above.
SMILES	MazEF act	BoNT A protease	CCHF vOTU inh	VHR inh abs	3CLpro inhibitor	Anthrax LF inh2	SSB-PriA inh	BoNT F protease	Rv3671c inh	PrPC TRFRET
COc1ccc(C(=O)Nc2ccc(-c3cn4ccsc4n3)cc2)cc1S(=O)(=O)N1CCOCC1	-6	?	-1	19	-5	-10	-5	4	-13	77*
COc1cc(NC(=O)c2ccccc2[N+](=O)[O-])ccc1NC(=O)c1cc2ccccc2o1	5	-0.4	12	/	/	0	-4	1	4	-8
CC(C)Cc1nnc(NC(=O)CSc2nc(O)c(Cc3ccccc3)c(=O)[nH]2)s1	8	0.0	13	12	4	2	-1	1	-7	0
O=C(COC(=O)c1ccc(O)cc1)Nc1ccc(S(=O)(=O)N2CCCC2)cc1	8	0.6	-2	/	/	1	1	0	-13	-1
O=C(COc1ccc(Cl)cc1Cl)NC(=S)Nc1ccc(CN2CCOCC2)cc1	8	-0.2	-6	-7	-5	-6	-8	-2	1	4
CSc1nc2ccc(Nc3nc(N4CCOCC4)nc(N4CCOCC4)n3)cc2s1	4	-0.6	0	-1	1	-3	-14	-1	-15	-4
CC[N+](CC)(CC)CCCOC(=O)C(O)(c1ccccc1)C1CCCCC1 (centres undefined)	3	-0.4	6	27	-3	-1	-5	2	5	-2
CCOCCn1c(CN2CCN(C)CC2)nc2c1c(=O)n(C)c(=O)n2C	-1	-0.1	-3	-1	/	5	-12	3	-2	-6
COC(=O)C1=C(C)N(C)C(=O)NC1c1c(O)ccc2ccccc12 (centres undefined)	6	-2.9	11	-20	-2	-8	-4	?	4	-6
O=C(CSc1nccn(-c2ccc(F)c(F)c2)c1=O)NC1CCCC1	-3	0.4	-9	/	/	-2	3	-4	/	1
COc1ccc(C(CNC(=O)COc2ccccc2C)N2CCOCC2)cc1 (centres undefined)	-7	1.1	-2	/	/	-3	-5	-5	8	1
O=C(COC(=O)C1=COCCO1)Nc1cc(Cl)c(Cl)cc1Cl	-13	-2.1	0	/	/	-2	3	-9	8	-3
CCCNC(=O)CSc1n[nH]c(=O)n1CCc1ccccc1	0	0.6	9	21	1	-2	-3	8	-5	1
Clc1cccc(Cl)c1CN1CCN(c2ncccn2)CC1	4	?	-6	-3	6	-7	-13	?	/	3
O=C(c1ccccc1)n1c(=O)cc[nH]c1=O	8	0.2	15	/	/	-4	-22	-4	-1	-5
CCC1=CC(c2ccccc2)n2ncnc2N1 (centres undefined)	-3	1.2	-25	/	/	-4	6	-4	-13	-2
c1ccc(CCNCCOc2ccccc2)cc1	3	1.5	-12	26	-2	-3	-3	-7	8	5
COCC(=O)Nc1ccc(F)cc1	-7	0.9	4	2	1	1	-5	1	-6	4

Screening results as filed in PubChem BioAssay.
